TcdB GH inh: inhibitors of Clostridioides difficile toxin B glycohydrolase; TcdB glycohydrolase enzymatic assay, plate reader; 0.24% of 350,000 active; P18177; inhibition, % at 9.99 µM; in the data active means inhibition above about 10%
Target sequence (P18177 whole entry, looked up): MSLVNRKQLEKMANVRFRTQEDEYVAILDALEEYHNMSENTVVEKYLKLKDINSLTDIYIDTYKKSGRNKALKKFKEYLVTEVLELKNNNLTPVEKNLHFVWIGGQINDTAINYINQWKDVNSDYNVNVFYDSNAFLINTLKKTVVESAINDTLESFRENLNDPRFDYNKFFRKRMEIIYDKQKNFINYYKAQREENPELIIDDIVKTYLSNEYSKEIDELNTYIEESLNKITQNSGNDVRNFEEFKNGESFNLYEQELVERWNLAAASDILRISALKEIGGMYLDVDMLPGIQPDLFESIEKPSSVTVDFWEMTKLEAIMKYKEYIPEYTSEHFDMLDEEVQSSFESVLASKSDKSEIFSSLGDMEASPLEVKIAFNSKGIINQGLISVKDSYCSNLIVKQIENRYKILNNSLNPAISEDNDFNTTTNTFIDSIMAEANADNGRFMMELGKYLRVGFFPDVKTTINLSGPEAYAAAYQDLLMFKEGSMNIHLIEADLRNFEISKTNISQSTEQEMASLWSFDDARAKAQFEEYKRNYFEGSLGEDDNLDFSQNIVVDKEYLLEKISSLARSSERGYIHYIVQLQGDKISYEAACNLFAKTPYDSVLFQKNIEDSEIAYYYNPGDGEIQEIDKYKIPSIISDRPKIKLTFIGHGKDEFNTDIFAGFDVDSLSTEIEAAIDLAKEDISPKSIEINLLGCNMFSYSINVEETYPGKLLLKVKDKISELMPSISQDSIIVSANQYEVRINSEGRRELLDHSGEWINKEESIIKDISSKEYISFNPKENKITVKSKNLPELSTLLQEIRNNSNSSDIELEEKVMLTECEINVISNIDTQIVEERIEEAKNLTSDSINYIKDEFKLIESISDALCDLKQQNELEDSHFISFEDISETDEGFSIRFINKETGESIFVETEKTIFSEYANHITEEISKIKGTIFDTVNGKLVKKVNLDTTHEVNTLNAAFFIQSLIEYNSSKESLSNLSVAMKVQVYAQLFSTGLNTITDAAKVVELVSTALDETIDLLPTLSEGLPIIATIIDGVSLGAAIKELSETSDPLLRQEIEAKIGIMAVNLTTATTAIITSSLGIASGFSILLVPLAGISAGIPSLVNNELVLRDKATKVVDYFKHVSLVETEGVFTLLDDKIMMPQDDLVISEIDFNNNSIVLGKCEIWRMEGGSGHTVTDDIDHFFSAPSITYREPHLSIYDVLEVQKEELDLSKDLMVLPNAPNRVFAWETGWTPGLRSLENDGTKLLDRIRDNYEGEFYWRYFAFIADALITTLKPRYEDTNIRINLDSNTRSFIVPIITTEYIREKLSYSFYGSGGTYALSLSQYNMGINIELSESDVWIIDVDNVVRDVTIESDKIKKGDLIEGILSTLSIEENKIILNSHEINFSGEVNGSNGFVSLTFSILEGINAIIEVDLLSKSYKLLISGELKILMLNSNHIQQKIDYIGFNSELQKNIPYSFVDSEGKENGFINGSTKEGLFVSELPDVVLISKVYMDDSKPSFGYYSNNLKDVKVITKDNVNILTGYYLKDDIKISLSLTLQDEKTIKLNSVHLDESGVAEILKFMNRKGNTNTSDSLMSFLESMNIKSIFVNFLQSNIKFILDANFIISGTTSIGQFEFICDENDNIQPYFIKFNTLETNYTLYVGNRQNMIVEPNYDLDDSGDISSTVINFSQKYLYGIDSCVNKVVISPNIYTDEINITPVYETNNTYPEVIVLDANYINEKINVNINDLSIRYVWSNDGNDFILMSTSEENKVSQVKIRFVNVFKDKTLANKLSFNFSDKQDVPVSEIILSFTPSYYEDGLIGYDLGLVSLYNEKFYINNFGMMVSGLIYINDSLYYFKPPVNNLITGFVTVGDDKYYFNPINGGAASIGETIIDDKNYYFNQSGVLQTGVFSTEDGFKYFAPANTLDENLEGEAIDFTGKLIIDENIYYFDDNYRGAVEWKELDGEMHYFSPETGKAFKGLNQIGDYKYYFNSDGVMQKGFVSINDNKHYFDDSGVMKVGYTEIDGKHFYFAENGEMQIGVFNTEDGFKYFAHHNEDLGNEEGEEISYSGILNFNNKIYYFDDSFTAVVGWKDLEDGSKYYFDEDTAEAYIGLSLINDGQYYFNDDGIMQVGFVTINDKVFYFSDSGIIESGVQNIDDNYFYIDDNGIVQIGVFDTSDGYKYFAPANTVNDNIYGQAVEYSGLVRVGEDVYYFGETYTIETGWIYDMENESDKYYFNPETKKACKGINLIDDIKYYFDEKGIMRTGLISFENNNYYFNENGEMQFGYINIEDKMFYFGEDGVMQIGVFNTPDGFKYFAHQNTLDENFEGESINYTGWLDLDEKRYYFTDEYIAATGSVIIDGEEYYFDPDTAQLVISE
The depositor's hits bear a star. An excerpt (hit frequency here may not be typical).

SMILES | TcdB GH inh
N#C[C@H]1[C@@H](c2ccc(C#Cc3ccc(F)cc3)cc2)[C@H](CO)N1C(=O)C1CCC1 | -0.9
CO[C@@H]1CN(C)C(=O)c2cc(NC(=O)c3nc4ccccc4s3)ccc2OC[C@H](C)N(Cc2cccnc2)C[C@@H]1C | 2.3
C[C@@H]1CN([C@@H](C)CO)C(=O)c2cc(NS(=O)(=O)c3ccccc3)ccc2O[C@@H](C)CCCCO[C@@H]1CN(C)S(=O)(=O)c1ccccc1 | -0.8
O=C(C[C@@H]1CC[C@H](NC(=O)CCN2CCCCC2)[C@H](CO)O1)Nc1ccc(-c2ccccc2)cc1 | 0.0
COc1ccc2c3c([nH]c2c1)[C@H](CO)N(C(=O)c1ccncc1)CC31CCN(C(=O)CC2CC2)CC1 | 2.1
CCCC#Cc1ccc([C@@H]2[C@@H](CO)N3C(=O)CN(C(=O)Nc4ccc(F)cc4)C[C@@H]23)cc1 | -0.9
C[C@H]1CN([C@@H](C)CO)C(=O)Cc2cc(NC(=O)NC3CCCCC3)ccc2O[C@@H]1CN(C)CC1CC1 | 0.4
C[C@H](CO)N1C[C@H](C)[C@H](CN(C)Cc2ccc(-c3ccccc3)cc2)Oc2ccc(NC(=O)CCC(F)(F)F)cc2C1=O | -0.4
OC[C@H]1[C@H](c2ccc(-c3cccnc3)cc2)[C@H]2CN(Cc3ccccn3)CCCCN21 | -2.1
CO[C@@H]1CN(C)C(=O)c2ccc(NC(=O)C3CCCC3)cc2OC[C@@H](C)N(CC2CC2)C[C@H]1C | -1.5
COc1ccc(S(=O)(=O)Nc2ccc3c(c2)CC(=O)N([C@@H](C)CO)C[C@@H](C)[C@H](CN(C)S(=O)(=O)c2cn(C)cn2)O3)cc1 | 2.8
C[C@@H]1CN([C@H](C)CO)C(=O)c2cccc(NC(=O)C3CCOCC3)c2O[C@H]1CN(C)S(C)(=O)=O | 0.0
COCC(=O)Nc1ccc2c(c1)[C@@H]1C[C@H](CC(=O)NCc3ccc(-c4ccccc4)cc3)O[C@H](CO)[C@@H]1O2 | -0.3
CCCNC(=O)N(C)C[C@@H]1Oc2cc(C#CC(C)(C)O)ccc2S(=O)(=O)N([C@@H](C)CO)C[C@@H]1C | -0.6
CN1C(=O)c2cc(NC(=O)c3cscn3)ccc2OC[C@H]2O[C@@H](CC(=O)N3CCOCC3)CC[C@@H]21 | -0.2
O=C(C[C@H]1CC[C@H]2[C@@H](COC[C@H](O)CN2Cc2cccc(-c3ccncc3)c2)O1)N1CCCCC1 | -2.4
O=C([C@@H]1[C@@H](CO)[C@@H]2Cn3c(cccc3=O)[C@H]1N2CC1CC1)N1CCc2ccccc2C1 | 0.2
C[C@H]1CN([C@@H](C)CO)C(=O)c2cc(NC(=O)Nc3ccccc3)ccc2O[C@H]1CN(C)Cc1ccncc1 | 0.3
COc1ccc(NC(=O)N(C)C[C@@H]2OCCCC[C@@H](C)Oc3ccc(NC(=O)Nc4c(C)noc4C)cc3C(=O)N([C@H](C)CO)C[C@@H]2C)cc1 | -2.9
COC(=O)[C@@H]1[C@@H](CO)[C@@H]2Cn3c(cccc3=O)[C@H]1N2C(=O)C1CC1 | 0.4
C[C@H]1CN([C@@H](C)CO)S(=O)(=O)c2ccc(-c3ccccc3F)cc2O[C@H]1CN(C)Cc1ccncc1 | 2.6
CS(=O)(=O)N1CC(=O)N2[C@H](CO)[C@@H](c3ccc(C#Cc4ccccc4)cc3)[C@@H]2C1 | 1.3
C[C@@H]1CCCCO[C@H](CN(C)CC2CCCCC2)[C@@H](C)CN([C@H](C)CO)C(=O)c2cc(NS(C)(=O)=O)ccc2O1 | -0.6
O=C(CN1CCOCC1)N1CC2(C1)[C@@H](c1ccccc1)[C@H](CO)N2Cc1cccc(F)c1 | 0.4
O=C(Cc1cccnc1)N1CC(=O)N2[C@@H](CO)[C@H](c3ccc(C4=CCCCC4)cc3)[C@@H]2C1 | 0.3
CNC[C@H]1Oc2c(NC(=O)C3CCCCC3)cccc2C(=O)N([C@H](C)CO)C[C@H]1C | 0.2
CC(C)NC(=O)Nc1cccc2c1O[C@@H](CN(C)C(=O)NC1CCCCC1)[C@@H](C)CN([C@@H](C)CO)C2=O | 0.2
CCCN1[C@@H]2c3cccc(=O)n3C[C@H]1[C@H](CO)[C@H]2C(=O)N[C@H](C)c1ccccc1 | 0.7
C[C@@H]1CN([C@@H](C)CO)C(=O)c2cc(NC(=O)Nc3ccccc3)ccc2O[C@@H](C)CCCCO[C@H]1CN(C)C(=O)C1CCCCC1 | -0.8
C[C@@H]1CN([C@H](C)CO)C(=O)c2cccc(NS(=O)(=O)c3ccccc3)c2O[C@H]1CN(C)Cc1ccc(-c2ccccc2)cc1 | -8.9
C/C=C/c1ccc([C@H]2[C@H](CO)N[C@H]2CN(C(=O)C2CCC2)C(C)C)cc1 | -2.0
CS(=O)(=O)N1[C@@H](CO)[C@@H](c2ccccc2)C12CN(C(=O)C1CC1)C2 | 0.6
COCC(=O)N1[C@@H](CO)[C@@H](c2ccc(-c3cccc(OC)c3)cc2)C12CN(C(C)=O)C2 | -1.5
C[C@@H]1CN([C@H](C)CO)C(=O)c2cc(NS(=O)(=O)c3ccccc3)ccc2O[C@@H](C)CCCCO[C@H]1CN(C)C(=O)Nc1ccccc1 | -0.4
CC(C)NC(=O)N[C@@H]1CC[C@@H](CC(=O)NC2Cc3ccccc3C2)O[C@@H]1CO | -0.2
C[C@@H]1CN([C@H](C)CO)C(=O)Cc2cc(NS(=O)(=O)c3cccs3)ccc2O[C@H]1CN(C)Cc1ccc(Oc2ccccc2)cc1 | -0.5
C[C@@H]1CN([C@H](C)CO)C(=O)c2cc(NC(=O)CCC(F)(F)F)ccc2O[C@@H](C)CCCCO[C@@H]1CN(C)C | 0.8
CC(C)C#Cc1ccc([C@H]2[C@@H](CO)N3C(=O)CN(C(=O)c4ccccn4)C[C@@H]23)cc1 | 2.6
COc1ccc(NC(=O)N2CCCCN3[C@H](CO)[C@H](c4ccc(C5=CCCC5)cc4)[C@@H]3C2)cc1 | -5.6
O=C(C[C@@H]1C=C[C@@H](NC(=O)Cc2ccccn2)[C@@H](CO)O1)NCCc1ccncc1 | 0.7

12 structures from above, arranged by molar mass, descending:
SMILES | TcdB GH inh
C[C@@H]1CN([C@H](C)CO)C(=O)c2cc(NS(=O)(=O)c3ccccc3)ccc2O[C@@H](C)CCCCO[C@H]1CN(C)C(=O)Nc1ccccc1 | -0.4
C[C@@H]1CN([C@H](C)CO)C(=O)Cc2cc(NS(=O)(=O)c3cccs3)ccc2O[C@H]1CN(C)Cc1ccc(Oc2ccccc2)cc1 | -0.5
C[C@@H]1CN([C@H](C)CO)C(=O)c2cccc(NS(=O)(=O)c3ccccc3)c2O[C@H]1CN(C)Cc1ccc(-c2ccccc2)cc1 | -8.9
C[C@@H]1CCCCO[C@H](CN(C)CC2CCCCC2)[C@@H](C)CN([C@H](C)CO)C(=O)c2cc(NS(C)(=O)=O)ccc2O1 | -0.6
C[C@@H]1CN([C@H](C)CO)C(=O)c2cc(NC(=O)CCC(F)(F)F)ccc2O[C@@H](C)CCCCO[C@@H]1CN(C)C | 0.8
CC(C)NC(=O)Nc1cccc2c1O[C@@H](CN(C)C(=O)NC1CCCCC1)[C@@H](C)CN([C@@H](C)CO)C2=O | 0.2
C[C@H]1CN([C@@H](C)CO)S(=O)(=O)c2ccc(-c3ccccc3F)cc2O[C@H]1CN(C)Cc1ccncc1 | 2.6
O=C(CN1CCOCC1)N1CC2(C1)[C@@H](c1ccccc1)[C@H](CO)N2Cc1cccc(F)c1 | 0.4
O=C(Cc1cccnc1)N1CC(=O)N2[C@@H](CO)[C@H](c3ccc(C4=CCCCC4)cc3)[C@@H]2C1 | 0.3
COCC(=O)N1[C@@H](CO)[C@@H](c2ccc(-c3cccc(OC)c3)cc2)C12CN(C(C)=O)C2 | -1.5
O=C(C[C@@H]1C=C[C@@H](NC(=O)Cc2ccccn2)[C@@H](CO)O1)NCCc1ccncc1 | 0.7
C/C=C/c1ccc([C@H]2[C@H](CO)N[C@H]2CN(C(=O)C2CCC2)C(C)C)cc1 | -2.0

Next part:
SMILES | TcdB GH inh
C[C@@H]1CN([C@@H](C)CO)C(=O)c2ccccc2-c2ccccc2CO[C@H]1CN(C)C(=O)c1ccc(F)cc1 | -0.1
O=C(C[C@@H]1CC[C@H]2NC[C@H](O)COC[C@@H]2O1)NCCc1ccncc1 | -0.8
COc1ccc(CN(C)C[C@H]2OCCCC[C@@H](C)Oc3ccc(NC(=O)CCCN(C)C)cc3C(=O)N([C@@H](C)CO)C[C@@H]2C)cc1 | -1.4
CCNC(=O)C[C@H]1CC[C@@H]2[C@H](COC[C@H](O)CN2C(=O)C2CC2)O1 | -1.3
C[C@H](CO)N1C[C@H](C)[C@H](CN(C)C(=O)CN(C)C)Oc2cc(C3=CCCC3)ccc2S1(=O)=O | 0.1
CCCNC(=O)C[C@@H]1CC[C@H]2[C@@H](COC[C@H](O)CN2Cc2ccc(Cl)c(Cl)c2)O1 | 1.3
CC1C=NC(S(=O)(=O)N2CC[C@H]3[C@@H](CO)N(C)c4ccc(-c5ccccc5)cc4[C@H]32)=N1 (some centres undefined) | 0.5
CCCc1cn(CC[C@@H]2CC[C@H](NC(=O)C3CC3)[C@@H](CO)O2)nn1 | 1.1
C[C@H](CO)N1C[C@H](C)[C@H](CN(C)S(=O)(=O)c2cn(C)cn2)Oc2ccc(NC(=O)Nc3ccccc3)cc2CC1=O | 0.9
COc1ccc(NC(=O)N[C@H]2CC[C@H](CCn3cc(-c4ccc(F)cc4)nn3)O[C@@H]2CO)cc1 | -6.0
O=C(C[C@H]1CC[C@H](NC(=O)Nc2ccccc2F)[C@H](CO)O1)NCc1ccc(F)cc1 | 0.2
CCC(=O)NC[C@H]1[C@@H](c2ccccc2)[C@@H](CO)N1C(=O)C1CC1 | -17
CCC(=O)N(C)C[C@H]1Oc2ncc(-c3ccccc3OC)cc2C(=O)N([C@@H](C)CO)C[C@H]1C | 0.8
CC(C)C#Cc1ccc2c(c1)O[C@@H](CN(C)Cc1cccnc1)[C@H](C)CN([C@H](C)CO)S2(=O)=O | 0.9
C[C@@H]1CN([C@H](C)CO)C(=O)c2c(c3ccccc3n2C)-c2ccccc2CO[C@H]1CN(C)C(=O)Nc1cccc(C(F)(F)F)c1 | 0.5
CN1[C@@H]2c3ccc(-c4ccncc4)c(=O)n3C[C@H]1[C@H](CO)[C@H]2C(=O)Nc1nccs1 | -0.6
COc1ccc(CN(C)C[C@@H]2Oc3ccc(NC(=O)Cn4cnnn4)cc3C(=O)N([C@H](C)CO)C[C@H]2C)cc1 | 0.9
C[C@@H]1CN([C@H](C)CO)C(=O)Cc2cc(NC(=O)Nc3ccccc3)ccc2O[C@H]1CN(C)C(=O)Nc1ccc(F)cc1 | 0.2
COc1ccc(NC(=O)N(C)C[C@@H]2Oc3ccc(NC(=O)Cc4cn(C)c5ccccc45)cc3CC(=O)N([C@H](C)CO)C[C@H]2C)cc1 | -1.6
O=C(C[C@@H]1C=C[C@H](NS(=O)(=O)c2ccc(F)cc2)[C@H](CO)O1)NCCN1CCCCC1 | 0.5
COc1cccc(NC(=O)N2CC(=O)N3[C@H](C2)[C@H](c2ccc(Br)cc2)[C@@H]3CO)c1 | 0.1
C[C@@H]1CCCCO[C@@H](CN(C)S(=O)(=O)c2ccc(F)cc2)[C@@H](C)CN([C@H](C)CO)C(=O)c2cc(NS(=O)(=O)c3ccccc3)ccc2O1 | 0.6
N#Cc1cccc(-c2ccc([C@H]3[C@@H](CO)N4CCCCN(C(=O)Cc5ccccc5)C[C@H]34)cc2)c1 | -0.2
O=C(CC1CC1)N1CC2(C1)[C@@H](c1ccccc1)[C@@H](CO)N2C(=O)C1CCOCC1 | -0.4
O=C(N[C@@H]1C=C[C@@H](CC(=O)N2CCCCC2)O[C@@H]1CO)c1ccc2c(c1)OCO2 | -0.9
COc1ccccc1-c1ccc2c(c1)O[C@H](CN(C)CC1CCOCC1)[C@@H](C)CN([C@@H](C)CO)S2(=O)=O | -4.3
COc1ccc(NC(=O)N(C)C[C@H]2Oc3ccc(NC(=O)NC4CCCCC4)cc3C(=O)N([C@H](C)CO)C[C@H]2C)cc1 | 2.4
C[C@@H]1CN([C@@H](C)CO)C(=O)Cc2cc(NC(=O)Cc3cn(C)c4ccccc34)ccc2O[C@H]1CN(C)CC1CC1 | -0.1
Cc1ccc(S(=O)(=O)N[C@H]2CC[C@@H](CC(=O)N3CCC(Cc4ccccc4)CC3)O[C@@H]2CO)cc1 | 0.3
CNC[C@H]1OCCCC[C@@H](C)Oc2ccc(NC(=O)Nc3ccc(F)cc3)cc2C(=O)N([C@H](C)CO)C[C@H]1C | 0.1
C[C@@H]1CN([C@@H](C)CO)C(=O)c2cc(NS(=O)(=O)c3cccs3)ccc2O[C@@H](C)CCCCO[C@H]1CN(C)S(=O)(=O)c1cn(C)cn1 | 0.1
C[C@@H]1CN([C@@H](C)CO)C(=O)c2cc(NC(=O)C3CCCCC3)ccc2O[C@@H]1CN(C)CC1CCCCC1 | -0.6
CCCNC(=O)N[C@@H]1C=C[C@@H](CC(=O)N2CCN(C)CC2)O[C@H]1CO | -1.3
CC(=O)N(C)C[C@H]1Oc2ncc(-c3ccccc3C)cc2C(=O)N([C@@H](C)CO)C[C@H]1C | 1.6
O=C(NC[C@H]1CC[C@@H]2[C@@H](CN2C(=O)CN2CCOCC2)O1)NC1CCCCC1 | 1.0
Cc1noc(C)c1S(=O)(=O)N(C)C[C@H]1OCCCC[C@H](C)Oc2ccc(NS(=O)(=O)c3cccs3)cc2C(=O)N([C@@H](C)CO)C[C@H]1C | 0.1
CCC(=O)N1[C@H](CO)[C@@H](c2ccc(-c3ccc(C#N)cc3)cc2)C12CN(C(C)=O)C2 | 0.0
C[C@H](CO)N1C[C@H](C)[C@H](CN(C)C(=O)NC2CCCCC2)Oc2ccc(NC(=O)Nc3ccc4c(c3)OCO4)cc2CC1=O | 1.4
COc1ccc2c3c(n(C)c2c1)[C@H](CO)N(C(=O)C1CCC1)CC31CCN(C(=O)Nc2cccc(F)c2)CC1 | -0.3
N#C[C@@H]1[C@@H](c2ccccc2C2=CCCCC2)[C@H](CO)N1S(=O)(=O)c1cccc(F)c1 | -6.1
Cc1noc(C)c1S(=O)(=O)Nc1ccc2c(c1)C(=O)N([C@@H](C)CO)C[C@@H](C)[C@@H](CN(C)Cc1ccc(Oc3ccccc3)cc1)O2 | -1.5
Cc1noc(C)c1NC(=O)Nc1ccc2c(c1)CC(=O)N([C@H](C)CO)C[C@@H](C)[C@H](CN(C)S(=O)(=O)c1c(C)noc1C)O2 | -0.5

Source: PubChem
